Bioassay records from PubChem BioAssay.
uPA generation: inhibitors of cell surface uPA generation; Potency, µM (doses to about 38.3 µM), for inactives: at the top dose activity change, negative = inhibition, most hits filed as inhibitors; AID 540303; 0.31% of 330,000 active; cell surface uPA generation assay, qHTS; active = well fitted inhibition curve with a large enough effect; inconclusive = small, poorly fitted or top-dose-only effect; inactive = no such curve, though single readings can be large or run the other way; tested in mouse RAW 264.7 cells; note: % is set by controls: 0 for no effect and ±100 for the full control effect; nearly all actives have a fitted effect of over 55% in size
MBNL1-CUG inh: blocks human MBNL1 binding to CUG repeat RNA; Q9NR56; TR-FRET MBNL1-His/biotin-(CUG)12 binding, 665/545 ratio; Potency, µM (titrated, usually from 57.5 µM), for the others: at the top dose activity change, negative = inhibition, usual class: inhibitors; 0.036% of 280,000 active; AID 2675; active = well fitted inhibition curve with a large enough effect in the signal ratio, with a control signal flat, not every such curve was filed as active; inconclusive = small, poorly fitted or top-dose-only effect, or effect the other way, or a change in a side signal; inactive = no such curve, though single readings can be large or run the other way; the % refers to the signal ratio; note: % is set by controls: 0 for no effect and ±100 for the full control effect
Target sequence (Q9NR56 whole entry, looked up): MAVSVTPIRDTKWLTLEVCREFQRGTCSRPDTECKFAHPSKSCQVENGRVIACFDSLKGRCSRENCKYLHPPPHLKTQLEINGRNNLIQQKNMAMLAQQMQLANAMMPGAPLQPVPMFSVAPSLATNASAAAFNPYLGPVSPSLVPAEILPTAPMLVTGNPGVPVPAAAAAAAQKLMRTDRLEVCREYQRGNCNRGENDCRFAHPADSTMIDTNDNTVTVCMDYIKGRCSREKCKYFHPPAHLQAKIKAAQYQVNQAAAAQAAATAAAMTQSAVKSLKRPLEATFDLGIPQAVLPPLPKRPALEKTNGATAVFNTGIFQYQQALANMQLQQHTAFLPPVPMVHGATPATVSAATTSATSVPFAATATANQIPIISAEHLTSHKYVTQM
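Compound titration spanned 92 nM–58 uM against the MBNL1-His/biotin-(CUG)12 complex. After 60 min at room temperature with 5 nM streptavidin-XL665 and 0.055 ng/ul terbium anti-His, ratiometric 665/545 nm emission (Ex 340 nm) normalized to controls.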
BRCA1 expr act: activators of BRCA1 expression; MCF7-BRCA1-FFLuc reporter, luminescence, 48 h; response scale: scaled: vehicle 0%, 10 µM genistein 100%; Potency, µM (doses to about 46.1 µM), for inactives: top-dose activation, hits mostly activators; 1.1% of 380,000 active; note: nearly all actives have a fitted effect of over 80% in size; some results filed as inactive show a strong effect at the top dose
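First, MCF7-BRCA1-FFLuc cells (2000/well) attach for 2 h; next, compounds are pin-added and incubated 48 h at 37 °C; finally, luciferase reagent is added and luminescence read after 15 min.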
FLuc modulator: firefly luciferase modulation, counter-screen for miR-21 project; P08659; purified FLuc, Km substrates, luminescence inhibition; Potency, µM (titrated, usually from 57.5 µM), for the others: at the highest dose activity change, negative = inhibition, usual class: inhibitors; 6.9% of 360,000 active; AID 588342;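 note: plate controls were vehicle for no effect and reference inhibitor for full effect; nearly all actives have a fitted effect of over 55% in size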
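Purified P. pyralis luciferase, 10 nM final, with Km-level 10 uM D-luciferin and 10 uM ATP in 50 mM Tris acetate pH 7.5, 10 mM Mg acetate, 0.01% Tween-20, 0.05% BSA; 6-point qHTS titration about 60 µM downward; luminescence read.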
RORgamma inh: blocks mouse ROR gamma transcriptional activity; P51450; Drosophila S2 Gal4-RORgamma UAS-luciferase reporter, 20 h; Potency, µM (top dose mostly 53.6 µM), for inactives: at the highest dose activity change, negative = inhibition, most hits filed as inhibitors; 5.4% of 310,000 active; AID 2551; note: % is set by controls: 0 for no effect and ±100 for the full control effect; nearly all actives have a fitted effect of over 60% in size
Target sequence (P51450 whole entry, looked up, the tested form may be a part): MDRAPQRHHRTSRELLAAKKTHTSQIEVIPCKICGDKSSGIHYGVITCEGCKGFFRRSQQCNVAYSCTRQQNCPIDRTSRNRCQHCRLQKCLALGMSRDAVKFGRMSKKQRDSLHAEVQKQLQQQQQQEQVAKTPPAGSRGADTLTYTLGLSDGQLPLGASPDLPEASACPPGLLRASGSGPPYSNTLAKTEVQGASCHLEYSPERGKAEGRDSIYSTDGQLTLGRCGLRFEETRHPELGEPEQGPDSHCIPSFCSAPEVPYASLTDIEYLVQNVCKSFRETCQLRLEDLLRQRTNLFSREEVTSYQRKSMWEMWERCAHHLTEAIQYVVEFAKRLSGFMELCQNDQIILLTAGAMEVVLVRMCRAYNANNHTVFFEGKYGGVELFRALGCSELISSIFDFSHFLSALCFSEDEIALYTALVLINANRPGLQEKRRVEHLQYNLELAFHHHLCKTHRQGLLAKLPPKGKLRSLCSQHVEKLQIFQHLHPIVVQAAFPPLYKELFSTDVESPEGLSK
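Using a luciferase readout, inhibitors were identified by reduced reporter activity in Drosophila cells coexpressing a copper-inducible Gal4–ROR gamma fusion and UAS-driven Photinus luciferase, incubated 20 hr after 700 uM copper sulfate.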
NPC1 prom act: NPC1 promoter activation; Potency, µM (series often up to 9.22 µM), for the others: at the top dose activation, actives largely listed as activators; Huh7 NPC1 promoter luciferase reporter, 24 h; AID 485313; 2.4% of 320,000 active;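 note: % of control where 0% means no effect; nearly all actives have a fitted effect of over 60% in size; reporter is driven by a mutant NPC1 promoter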
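Stable NPC1-promoter luciferase Huh7 line; cpd (DMSO) 24 h, 37 °C, 5% CO2; Amplite luciferase reagent 10 min RT; luminescence readout. qHTS format.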
p53 reactivator: re-activators of mutant p53; 0.063% of 320,000 active; Potency, µM (titrated, usually from 92.2 µM), without a hit: at the highest dose activity change, positive = activation, usual class: activators; AID 504706; H1299 p53-A138V BP100-luciferase reporter, luminescence, 24 h; note: % of control where 0% means no effect; nearly all actives have a fitted effect of over 45% in size
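p53-null H1299 cells stably carrying temperature-sensitive p53-A138V and a BP100-luciferase reporter were pinned with compounds (4-point, 1:5 series) and held 24 hrs at 37 deg C. Luminescence was read 10 min after detection reagent.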
ELG1 genotoxic: induces genotoxicity in HEK293T cells with luciferase-tagged ELG1 | Potency, µM (series often up to 46 µM), without a hit: top-dose activity change, positive = activation, hits mostly activators | HEK293T ELG1-luciferase reporter, luminescence, 16 h | 1.3% of 330,000 active; note: % of control where 0% means no effect; nearly all actives have a fitted effect of over 60% in size
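Genotoxicity was scored as increased ELG1-luciferase reporter signal, measured by ONE-Glo luminescence (30 min, room temperature). Compound or vehicle exposure of the HEK293T reporter cells lasted 16 hr at 37°C.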
VP16 counter: inhibits Gal4-VP16 luciferase reporter, ROR gamma counter-screen | Drosophila S2 Gal4-VP16 UAS-luciferase, luminescence, 20 h | 3.5% of 310,000 active | AID 2546 | Potency, µM (top dose mostly 53.6 µM), without a hit: top-dose activity, negative = inhibition, most hits filed as inhibitors;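 note: Gal4-VP16 expression switched on by copper sulfate through the metallothionein promoter; % is set by controls: 0 for no effect and ±100 for the full control effect; nearly all actives have a fitted effect of over 50% in size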
Rab9 promoter act: activators of Rab9 promoter | Huh7 Rab9 promoter-luciferase reporter, luminescence, 24 h | Potency, µM (series often up to 9.22 µM), without a hit: at the top dose activation, negative = inhibition, most hits filed as activators | 2.8% of 320,000 active | AID 485297; note: % of control where 0% means no effect; nearly all actives have a fitted effect of over 60% in size
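Huh7 reporter line, Rab9 promoter upstream of luciferase. Compound exposure 24 h at 37 °C in reduced-serum medium with 10% FBS. Read-out: luminescence.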
* = called active by the depositor; ? = inconclusive; / = not tested or not shown; & = joins results of further samples; [ ] = remark or other dose. Unless noted, calls come from the whole dose curve; as a rule, active = well fitted curve in the direction sought with a large enough effect; inconclusive = small, poorly fitted or top-dose-only effect, or another doubt; inactive = no such curve, though single readings can be large; an effect the other way counts as inactive or inconclusive. Potency is the fitted concentration of half-maximal effect.

Values in the order: uPA generation, MBNL1-CUG inh, BRCA1 expr act, FLuc modulator, RORgamma inh, NPC1 prom act, p53 reactivator, ELG1 genotoxic, VP16 counter, Rab9 promoter act
O=C(CCCc1ccccc1)N=C1SC2CS(=O)(=O)CC2N1c1ccccc1F (stereo not drawn)
    3%, 0%, -12%, 4%, -20%, -5%, -11%, -1%, 1%, -4%
Cc1cccc(NC(=O)C2C(c3ccccc3)C2(Cl)Cl)c1C (stereo not drawn)
    3%, -10%, -54%, 0%, 2%, -3%, 4%, -6%, 7%, 0%
N/C(Cc1ccc(Cl)cc1)=N\OC(=O)c1cccc2ccccc12
    -18%, 1%, -44%, -8%, ?, 3%, 5%, -6%, 10µM*, 0%
Oc1ccccc1C1=Nc2ncnn2C(c2ccc(F)cc2)C1 (stereo not drawn)
    -2%, 1%, -65%, -17%, -22%, -5%, -2%, -3%, -7%, 0%
CCOc1ccc2ccccc2c1/C=N/NC(=O)CC1(C)OCCCO1
    1%, ?, 53%, -8%, -10%, -2%, -2%, -1%, 5%, 1%
CC(O)c1nc2c(c(=O)n(C)c(=O)n2C)n1C (stereo not drawn)
    2%, /, 1%, 2%, 2%, -2%, 1%, 1%, -1%, -6%
O=C(CSCc1ccc(Cl)cc1)Nc1nccs1
    -4%, 0%, 0%, 0%, 14µM*, 0%, -2%, 1%, 0%, -1%
Cn1c(=O)[nH]c(=O)c2c1nc(Br)n2CCOc1ccccc1
    -8%, 5%, -71%, 0%, 8%, 6%, -10%, -3%, -3%, -6%
CCOC(=O)C(NC(=O)N1CCCCC1)(c1ccccc1)C(F)(F)F (stereo not drawn)
    -1%, 0%, -2%, 2%, -3%, 2%, -8%, 2%, -3%, 3%
N#CC(C(=O)OCc1ccccc1)c1nc2ccccc2nc1N1CCOCC1 (stereo not drawn)
    5%, ?, -4%, 3%, 44%, 2%, -29%, -8%, -5%, -5%
Cc1noc2ncnc(Oc3ccc(F)cc3)c12
    -4%, 4%, -21%, 4%, -7%, -3%, 6%, -1%, 1%, -4%
COc1ccc(OC)c(NC(=O)COC(=O)CN(C)S(=O)(=O)c2ccc(C)cc2)c1
    5%, /, -22%, 1%, -9%, 1%, -4%, 2%, -2%, 0%
Cc1ccc(Cn2nc(C)c(NC(=O)CCCn3nc(C)c([N+](=O)[O-])c3C)c2C)cc1
    12%, /, -2%, 0%, 15%[10 µM], -6%, 0%, -4%, -2%, -5%
Cc1ccc(NS(=O)(=O)c2cc(-c3n[nH]c(=O)c4ccccc34)ccc2C)cc1
    -11%, -18%, -76%, -1%, ?, -21%, -15%, -4%, -6%, -23%
CCN(CC)C(=O)C1=C(C)NC(=S)NC1c1cn(-c2ccccc2)nc1-c1ccc(Cl)cc1 (stereo not drawn)
    /, -4%, -25%, 0%, ?, -12%, -4%, 1%, -9%, -1%
c1ccc2c(c1)Cc1cc(CN3CCOCC3)ccc1-2
    /, -7%, 82%, 9.5µM*, -6%, 4µM*, ?, ?, 7%, ?
Cc1ccc(C)c(NC(=O)COC(=O)c2nn(C)c(=O)c3ccccc23)c1
    2%, /, -1%, /, /, /, 3%, -1%, /, /
CCOc1ccc(NC(=O)C2C3CCC4C(CCC32)C4(Cl)Cl)cc1 (stereo not drawn)
    9%, -6%, 48%, 0%, ?, 0%, 4%, 1%, 3%, -3%
CCn1nnnc1-c1ccc(OC)c(S(=O)(=O)N2CCCCC2)c1
    3%, 3%, -21%, -1%, 11%, -4%, -3%, 2%, -3%, -5%
Cc1ccc(-n2nnnc2SCc2nnc(-c3ccccc3Br)o2)c(C)c1
    -4%, 11%, -45%, -4%, -18%, -1%, -4%, -4%, ?, -5%
CCCCCCN(C(=O)CCCCCN1C(=O)NC(c2ccc(-c3ccccc3)cc2)C(C(=O)OCc2ccccc2)=C1C)C(C)C(=O)NCCCC (stereo not drawn)
    /, 2%, /, 3%, 12%&-2%, -4%, 0%, -2%, -2%&-7%, 0%
CCOc1c(O)ccc(C2NC(=O)N(C)C(C)=C2C(=O)OC)c1[N+](=O)[O-] (stereo not drawn)
    18%, -3%, -19%, -3%, 19%, -1%, -6%, 2%, -2%, -2%
COc1ccc(/C=C(/C#N)C(=O)Nc2cccc(C)c2C)cc1C(=O)O
    1%, 9%, -14%, 1%, 8%, -1%, 0%, 0%, 10%, 2%
Cc1cccc(N2CCN(C(=O)CCCSc3nc4ccccc4[nH]3)CC2)c1C
    -28%, -25%, -71%, 1%, ?, -4%, -6%, -3%, 22µM*, -2%
Cc1nc(C(C)NC(=O)c2cc(COc3ccc(C)c(C)c3)on2)c(C)s1 (stereo not drawn)
    1%, 0%, 5.6µM*, 9.5µM*, 9%, 2.8µM*, ?, ?, ?, 3.2µM*
CNC(=O)c1ccsc1NC(=O)c1ccc(S(=O)(=O)N2CCc3ccccc32)cc1
    -17%, 49%[activator], -37%, 2%, ?, -4%, 0%, -5%, -3%, -5%
CC(C)CNS(=O)(=O)c1ccc(CCC(=O)N2CCN(c3ccc(F)cc3)CC2)cc1
    ?, -5%, -20%, 3%, ?, -11%, -1%, -21%, -1%, -13%
COc1cc(OC)cc(-n2nnnc2SCC(=O)Nc2nc3c(s2)CCCC3)c1
    -11%, -2%, -24%, -2%, -3%, -1%, 0%, 0%, 16%, -1%
Nc1c(C(=O)Nc2ccccc2)c2nc3ccccc3nc2n1CCCN1CCOCC1
    3%, 4%, -10%, -10%, 11µM*, -10%, -15%, -8%, ?, -1%
O=C(Nc1ccc(Cl)cc1)c1sccc1-n1cccc1
    0%, /, -13%, ?, 17%, 26%, -3%, -2%, -8%, ?

Random excerpt: two records from the list.
Values in the order: uPA generation, MBNL1-CUG inh, BRCA1 expr act, FLuc modulator, RORgamma inh, NPC1 prom act, p53 reactivator, ELG1 genotoxic, VP16 counter, Rab9 promoter act
Cc1ccc(NS(=O)(=O)c2cc(-c3n[nH]c(=O)c4ccccc34)ccc2C)cc1
    -11%, -18%, -76%, -1%, ?, -21%, -15%, -4%, -6%, -23%
CCN(CC)C(=O)C1=C(C)NC(=S)NC1c1cn(-c2ccccc2)nc1-c1ccc(Cl)cc1 (stereo not drawn)
    /, -4%, -25%, 0%, ?, -12%, -4%, 1%, -9%, -1%

The list goes on.
Values in the order: uPA generation, MBNL1-CUG inh, BRCA1 expr act, FLuc modulator, RORgamma inh, NPC1 prom act, p53 reactivator, ELG1 genotoxic, VP16 counter, Rab9 promoter act
Nc1nonc1-n1nnc(C(=O)N/N=C/c2ccccc2)c1CSc1ccccc1
    -2%, -7%, -8%, 1%, -45%, 0%, -2%, -2%, -2%, -4%
COc1ccc(C2C(C(=O)OCC3CCCO3)=C(C)NC3=C2C(=O)CC(c2ccco2)C3)cc1O (stereo not drawn)
    -2%, 15%, 1%, 2%, ?, -7%, -1%, 3%, -4%, 20%
COc1ccc(COc2cc(-c3cccc(OC)c3)nc3ccc(NC(=O)c4cccnc4)cc23)cc1
    -13%, 41%[activator], -56%, -2%, ?, -3%, 1%, -7%, ?, 1%
C=C(C)C1CC=C(C)/C(=N/NC(=O)c2ccc(NC(=O)c3cccc(C)c3)cc2)C1 (stereo not drawn)
    7%, -6%, -27%, -3%, 19%, -3%, 0%, -8%, 1%, -16%
CCc1cc2c(=O)c(-c3cnn(-c4ccccc4)c3)c(C(F)(F)F)oc2c(CN(C)C)c1O
    3%, 0%, -3%, 3%, 1%, -6%, -5%, 0%, -6%, -1%
Cc1cc([N+](=O)[O-])ccc1NC(=O)COc1nsnc1N1CCOCC1
    3%, ?, -31%, 0%, -3%, -3%, -6%, -7%, -6%, -1%
COc1ccc(Cc2nn3c(-c4ccccc4OC)nnc3s2)cc1
    -2%, 2%, -50%, 4%, -16%, -4%, -7%, -3%, 1%, 1%
CC(=NCc1ccc2c(c1)OCO2)C1=C(O)c2ccccc2C1=O
    -1%, 16%, 65%, ?, 29%, 1%, 12%, ?, 6%, 5%
Cc1nc2c3cc(F)ccc3n(Cc3ccccc3)c2s1
    ?, /, -46%, -2%, -13%[10 µM], -2%, 5%, 18%, -3%, -6%
c1cncc(-c2nc(NCC3COc4ccccc4O3)c3ccccc3n2)c1 (stereo not drawn)
    -3%, -13%, -90%[inhibitor], 4%, -18%, 0%, 2%, -25%, -11%, 1%
COc1ccc(C2CC(c3ccc(Cl)cc3)=NN2c2ccc(S(N)(=O)=O)cc2)cc1 (stereo not drawn)
    ?, /, -51%, /, /, /, 1%, -8%, /, /
CC(=O)N1CCN=C1SCc1ccccc1
    -5%, 5%, 0%, 6%, -18%, -1%, 15%, 6%, 1%, -9%
CC(C)C(=O)Nc1cccc(-c2cnc3ccccc3n2)c1
    /, ?, 11µM*, 15µM*, -18%, ?, 6%, ?, -21%, ?
Cc1cccc(OCCCC(=O)O)c1C
    5%, -1%, 1%, 2%, -25%, -1%, -2%, 1%, 9%, -4%
COC(=O)c1cc(NC(=O)c2cccnc2)ccc1N1CCOCC1
    1%, -2%, -8%, -1%, -8%, 1%, 10%, 2%, 4%, -9%
CCCN(CC(=O)Nc1ccc(Cl)cc1Cl)C(=O)/C=C/c1cccc([N+](=O)[O-])c1
    -1%, 1%, -33%, 6%, 8%, 2%, -10%, -2%, -14%, -6%
COc1ccc(OC)c(-c2csc(NC(=O)Cc3ccccc3F)n2)c1
    1%, -2%, 51%, 11µM*, ?, 14%, ?, -31%[inhibitor], -8%, 4%
